From PubChem BioAssay
miR122 inh = inhibitors of miR-122 in Huh7 cells; activation (reporter increase), % at 12.5 µM; AID 602342; 340,000 tested, 0.3% active; Huh7 miR-122 Renilla luciferase sensor, 48 h; neutral wells = 0, positive control = 100;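 active = mean replicate activation score at least 90 and every replicate individually at or above 90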;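 also: higher luciferase means less miR-122 activity so hits act as miR-122 inhibitors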
* = called active by the depositor. These rows are one share of the data; the hit share may differ from the screen's.

# | SMILES | miR122 inh
1 | CCOC(=O)C1(CC)NC(c2ccc(N(C)C)cc2)C2C(=O)N(C)C(=O)C21 (configuration not stated) | 2
2 | O=C(N/N=C1/C(=O)c2cccc3cccc1c23)c1ccc(Cl)cc1 | 17
3 | Cc1cc(C(F)(F)F)nn1CC(=O)N1CCCC1 | -4
4 | O/N=C1\CCCc2nnc3c(c21)CCCC3 | 6
5 | CC1CC(=S)Nc2ccccc2N1Cc1ccccc1 (configuration not stated) | 10
6 | Cc1ccc2nc(Nc3nc(CSc4nnnn4-c4ccccc4)cc(=O)[nH]3)nc(C)c2c1 | -2
7 | COc1ccc(CCNC(=O)c2nc3ncccn3n2)cc1OC | 2
8 | CC(=O)CCc1c[nH]c2c(C(=O)O)cccc12 | 5
9 | c1ccc2nc3c(cc2c1)CCCCCC3 | -5
10 | CCn1nc(NC(=O)c2ccccn2)c2cc3cc(C)ccc3nc21 | 4
11 | Cc1cc(C)c(N(C(=O)Cn2nnc3ccccc32)C(C(=O)NC(C)(C)C)c2ccsc2)c(C)c1 (configuration not stated) | 4
12 | Cc1nn(-c2ccccc2)c(Cl)c1C(=O)OC(C)C(=O)Nc1ccc2c(c1)OCO2 (configuration not stated) | 1
13 | CCOC(=O)N1CCC(NC(=O)C(Cc2ccccc2)NC(=O)c2ccco2)CC1 (configuration not stated) | -12
14 | Cc1ccc(CNC(=O)C2CCN(S(=O)(=O)N3CCC4(CC3)OCCO4)CC2)cc1 | -3
15 | O=C(Nc1cccc2ccccc12)c1ccc(Cn2cc(Cl)cn2)cc1 | -9
16 | CCN1CCN(c2ncc(C(=O)Nc3ccccc3C(=O)OC)c3ccccc23)CC1 | 1
17 | CCOc1ccc(/C=N/NC(=S)Nc2c(C)cccc2C)cc1 | 2
18 | COc1cccc(N=c2oc3c(C)ncc(CO)c3cc2C(N)=O)c1 | 5
19 | Cc1ccc(CCNC(=O)C2CCN(S(=O)(=O)c3cccc4nsnc34)CC2)cc1 | -8
20 | O=S(=O)(c1cccs1)N1CCN(c2ncccn2)CC1 | 0
21 | Brc1ccccc1OCCCn1cnc2ccccc21 | 1
22 | CC(C)OCCCNC(=O)c1ccc(NS(C)(=O)=O)cc1 | -3
23 | C=CCNC(=O)CN(c1cccc(Br)c1)S(C)(=O)=O | -7
24 | O=C(Nc1cc(Cl)ccc1Cl)C1CC(=O)N(c2ccc(Br)cc2)C1 (configuration not stated) | 5
25 | Cc1ccc2cc(CN(C)C(=O)C3CCCO3)c(=O)[nH]c2c1 (configuration not stated) | -2
26 | COc1ccccc1N1CCN(C(=O)CCn2c(=O)[nH]c3ccsc3c2=O)CC1 | -4
27 | CC(C)c1ccc(S(=O)(=O)c2nnn3c2nc(NCC2CCCO2)c2ccccc23)cc1 (configuration not stated) | 3
28 | Cc1cc(OCC(O)CN(CCO)CCO)ccc1Cl (configuration not stated) | -2
29 | Cc1cc(S(=O)(=O)N2CCOCC2)ccc1F | 2
30 | COc1cc(Cl)c(C)cc1NC(=O)CN1CCN(C(=O)C2CC2)CC1 | 10
31 | O=C(/C=C/c1ccco1)Nc1ccccn1 | 18
32 | Cc1c(CCC(=O)NCCCn2ccnc2)c(=O)oc2c(C)c3oc4c(c3cc12)CCCC4 | -2
33 | Cc1ccc(C2(O)CN(c3ccccc3)C3=[N+]2CCS3)cc1 (configuration not stated) | 2
34 | COc1cccc(/C(O)=C2/C(=O)C(=O)N(Cc3ccco3)C2c2ccncc2)c1 (configuration not stated) | 0
35 | O=C(NC1c2ccccc2-c2ccccc21)N1CCCCC1 | 1
36 | COc1ccc(NC(=S)Nc2ccc3nsnc3c2)cc1 | 1
37 | CCn1cc(-c2nnnn2-c2ccc(Cl)cc2)c(=O)c2ccccc21 | -1
38 | Cc1cc(=O)[nH]c(COc2ccccc2)n1 | -1
39 | O=C1NN(c2ccccc2)C(=O)/C1=C\c1cccn1-c1ccc(Cl)c([N+](=O)[O-])c1 | 4
40 | Cc1ccc(/C=N/NC(=O)CC(=O)NCc2cccnc2)cc1 | -5
41 | CCn1c(CNc2ccc(Cl)cc2)nnc1SCC(=O)OC1CCCCC1 | -16
42 | CCCCCCn1c(=O)c(-c2ccccc2)c(O)c2ccccc21 | 2
43 | Nn1c(SCC(=O)N2CCCc3ccccc32)nnc1-c1ccc(Cl)cc1 | 2
44 | O=S(=O)(Nc1ccc(O)c(Sc2nc3ccccc3s2)c1)c1ccc(Cl)cc1 | 7
45 | CCN1CC=C2C(C1)C(c1ccc(Cl)s1)C(C#N)=C(N)C2(C#N)C#N (configuration not stated) | -9
46 | Cc1ccc2[nH]c3c(N4CCN(Cc5ccccc5)CC4)ncnc3c2c1 | -14
47 | Clc1ccc(CSc2nccn2Cc2ccccc2)cc1 | 10
48 | O=C(O)c1ccc(NCc2ccc3c(c2)OCO3)cc1 | -5
49 | CCC(=O)Nc1cc(NC(=O)CSc2ncc(-c3ccc(F)cc3)n2Cc2ccco2)ccc1C | 4
50 | CC(C)(C)C1CCc2c(sc(NC(=O)C3CCCO3)c2C(N)=O)C1 (configuration not stated) | 17
51 | O=C(NCc1ccccc1Cl)C1CCN(S(=O)(=O)N2CCCCC2)CC1 | 3
52 | Cc1ccc(Nc2nc(-c3ccc(S(=O)(=O)N4CCOCC4)cc3)cs2)cc1 | -2
53 | C=CCOC(=O)C1=C(C)NC(=O)NC1C1CC=CCC1 (configuration not stated) | 3
54 | COc1ccc(OCCCC(=O)Nc2ccc3c(c2)OCCO3)cc1 | 6
55 | CCOc1ccccc1NC(=O)CCn1c(=O)oc2ccccc21 | -7
56 | CC1(C)C2CCC1(C)C(NC1=NCCC1)C2 (configuration not stated) | 2
57 | CSc1ccc(-c2nc3cnccn3c2Nc2ccc3c(c2)OCO3)cc1 | 8
58 | CN(C)Cc1ccccc1Sc1ccccc1Br | -4
59 | O=C(Nc1nnc(C2CC2)s1)c1cc(-c2ccccc2)nn1-c1ccccc1 | -2
60 | O=P(c1ccccc1)(c1ccccc1)C1CCCO1 (configuration not stated) | -1

New compounds follow.
# | SMILES | miR122 inh
61 | CCC(OC(=O)c1cccs1)C(=O)NCc1ccco1 (configuration not stated) | -1
62 | CCOc1ccc(CCNC(=O)C2CCN(S(=O)(=O)CC)CC2)cc1OCC | -9
63 | O=C(COC(=O)c1ccccc1S(=O)(=O)N1CCCCC1)NCC(F)(F)F | 1
64 | COc1cc(C(=O)O)ccc1OCc1c(C)noc1C | -3
65 | Cc1cc(C)c(C#N)c(SCCS(=O)(=O)Cc2ccc(Cl)cc2)n1 | -1
66 | c1ccc(Nc2ncnc3c2oc2ccccc23)cc1 | -3
67 | O=C(COc1ccccc1)NC1=NCCS1 | 0
68 | O=C(CSc1nc(-c2ccccc2)cs1)Nc1nccs1 | 2
69 | COC(=O)c1c(C)[nH]c(C(=O)CSc2ccc(Cl)cc2)c1C | 8
70 | Cc1cc(N2CCN(S(=O)(=O)c3ccccc3)CC2)c2ccccc2n1 | -1
71 | CC(C)CN(C(=O)CSc1nnc2c(Cl)cc(C(F)(F)F)cn12)C1CCS(=O)(=O)C1 (configuration not stated) | -2
72 | Cc1ccccc1S(=O)(=O)NC1=NCCCCC1 | -11
73 | COCCOC(=O)/C=C1/NC(=O)CS1 | -1
74 | CCOc1cccc(Nc2cc3n(c(=O)n2)CCc2cc(OC)c(OC)cc2-3)c1 | -18
75 | CC1(c2cnc(Nc3ccccc3)s2)CCC(=O)O1 (configuration not stated) | -4
76 | CCOC(=O)CSc1n[nH]c(NC(=O)c2ccc(F)cc2)n1 | 3
77 | Cn1nc(C(F)(F)F)c(/C=N/OC(=O)c2ccccc2)c1Sc1ccc(Cl)cc1 | -7
78 | CCOc1ccc(OCC)c(NC(=O)CCCN2C(=S)NC(C)(C)CC2C)c1 (configuration not stated) | 11
79 | CCOC(=O)c1ccc(OCc2nc(-c3cccs3)no2)cc1 | -3
80 | N=C1SCC(=O)N1c1nc(-c2ccccc2)cs1 | -3
81 | O=C(COc1ccccc1)Nc1ccc(OC(F)(F)C(F)F)c(NC(=O)COc2ccccc2)c1 | 8
82 | Cc1ccc(C2=NC(C)(C)NC2=O)cc1 | 7
83 | COc1ccc(Cc2nc3ccc(S(=O)(=O)N4CCOCC4)cc3[nH]2)cc1OC | -3
84 | CCN(CC)S(=O)(=O)c1ccc(-c2nnco2)cc1 | -8

15 of these compounds, set out differently:
item | miR122 inh | SMILES
1 | 2 | CCOC(=O)C1(CC)NC(c2ccc(N(C)C)cc2)C2C(=O)N(C)C(=O)C21 (configuration not stated)
2 | 17 | O=C(N/N=C1/C(=O)c2cccc3cccc1c23)c1ccc(Cl)cc1
3 | -4 | Cc1cc(C(F)(F)F)nn1CC(=O)N1CCCC1
4 | 6 | O/N=C1\CCCc2nnc3c(c21)CCCC3
5 | 10 | CC1CC(=S)Nc2ccccc2N1Cc1ccccc1 (configuration not stated)
6 | -2 | Cc1ccc2nc(Nc3nc(CSc4nnnn4-c4ccccc4)cc(=O)[nH]3)nc(C)c2c1
7 | 2 | COc1ccc(CCNC(=O)c2nc3ncccn3n2)cc1OC
8 | 5 | CC(=O)CCc1c[nH]c2c(C(=O)O)cccc12
9 | -5 | c1ccc2nc3c(cc2c1)CCCCCC3
10 | 4 | CCn1nc(NC(=O)c2ccccn2)c2cc3cc(C)ccc3nc21
11 | 4 | Cc1cc(C)c(N(C(=O)Cn2nnc3ccccc32)C(C(=O)NC(C)(C)C)c2ccsc2)c(C)c1 (configuration not stated)
12 | 1 | Cc1nn(-c2ccccc2)c(Cl)c1C(=O)OC(C)C(=O)Nc1ccc2c(c1)OCO2 (configuration not stated)
13 | -12 | CCOC(=O)N1CCC(NC(=O)C(Cc2ccccc2)NC(=O)c2ccco2)CC1 (configuration not stated)
14 | -3 | Cc1ccc(CNC(=O)C2CCN(S(=O)(=O)N3CCC4(CC3)OCCO4)CC2)cc1
15 | -9 | O=C(Nc1cccc2ccccc12)c1ccc(Cn2cc(Cl)cn2)cc1

(further entries)
# | SMILES | miR122 inh
85 | CCOC(=O)c1cnc(SCC(=O)NCc2cccs2)nc1N | -6
86 | Cc1ccc(CNC(=O)C2CNc3cc(C)ccc3O2)cc1 (configuration not stated) | 2
87 | O=C(Oc1ccc(C(=S)N2CCOCC2)cc1)c1ccc(Br)cc1 | 0
88 | CC(=O)Nc1ccc(S(=O)(=O)N(Cc2ccco2)CC2CCCO2)cc1 (configuration not stated) | 3
89 | CCC(c1nnnn1C1CCCC1)N1CCN(c2ccccc2)CC1 (configuration not stated) | 1
90 | CC(=O)C(N=Nc1ccccc1)(Sc1nnc(-c2ccccc2)n1-c1ccccc1)C(C)=O | -4
91 | CCn1c(SCC(=O)C(C)(C)C)nnc1-c1ccccn1 | -2
92 | Cc1cc(C)nc(NC(=O)c2cc(-c3ccc(C)s3)nc3ccccc23)c1 | 26
93 | CC(=O)c1cc2c(=O)c3cc(C)ccc3oc2nc1C | -2
94 | O=C(CSc1nnc(CNC(=O)c2c(F)cccc2F)o1)NCc1ccco1 | 0
95 | CCc1ccccc1NC(=O)Cn1nnc(-c2cccnc2)n1 | -2
96 | O=C(NCCN1CCOCC1)c1cc2ccccc2o1 | -7
97 | CCc1ccc(C(=O)NC(CC(C)C)C(=O)O)cc1 (configuration not stated) | -3
98 | O=Cc1ccc(N2CCCCCC2)cc1 | -5
99 | COc1ccc(CN2CCC(C(=O)N(C)CCc3ccc(OC)c(OC)c3)CC2)c(OC)c1 | -9
100 | O=C(CSc1nnc(CN2CCCCCC2=O)n1-c1ccccn1)NCC(F)(F)F | -7
101 | CCOc1ccc(N(CC(=O)NCc2ccco2)S(=O)(=O)c2ccc(OC)c(OC)c2)cc1 | 7
102 | COCCNC(=O)CSc1nc(-c2ccccc2)cs1 | 18
103 | Cc1ccc(S(=O)(=O)N2CCN(S(=O)(=O)c3ccc(C)cc3)C3OCCOC32)cc1 (configuration not stated) | 7
104 | Cc1ccc(C(=O)NC(=S)Nc2cccc3nsnc23)cc1 | -3
105 | Cc1ccc(S(=O)(=O)N2CCCC(C(=O)NC3=NCCS3)C2)cc1 (configuration not stated) | 4
106 | Cc1nc2ccc(NC(=O)c3nn(C(C)C)c(=O)c4ccccc34)cc2s1 | -4
107 | O=c1oc2ccccc2n1Cn1c(=O)oc2ccccc21 | -6
108 | O=C(OCC(=O)N1CCN(c2ccccc2)CC1)c1cccc(Cl)c1 | -4
109 | O=C(CCn1nnc2ccccc21)Nc1nnc(COc2ccccc2F)s1 | -1
110 | CC1CCN(c2nc3ccccc3nc2C(C#N)C(=O)OC2CCCCC2)CC1 (configuration not stated) | -10
111 | Nc1cccc(-c2nc3ccccc3[nH]2)c1 | -2
112 | CN(Cc1cc2ccccc2[nH]c1=O)C(=O)C1CCCCC1 | -3
113 | NNC(=O)Cc1cn(-c2ncc(C(F)(F)F)cc2Cl)c2ccccc12 | -3
114 | O=C(CSc1nnc(-c2cccs2)n1-c1ccccc1)NCc1ccc2c(c1)OCO2 | 1
115 | CSc1ccc(NC(=O)CC(C)=O)cc1 | 0
116 | CC(C)n1c(NCc2nc3ccccc3n2C)nc2ccccc21 | 0
117 | c1ccc(Cn2nnc(-c3ccccc3)n2)cc1 | 1
118 | Cc1nc2sccn2c1-c1csc(NCc2ccccc2)n1 | -3
119 | Cc1ccc(S(=O)(=O)CC(=O)N2CCCCCC2)cc1 | -8
120 | COc1ccc(C(=O)C2CN(c3ccccc3)CC2c2ccc(Cl)cc2)cc1 (configuration not stated) | -5
121 | Cc1nc2cc(N3CCOCC3)c(NC(=O)C3CC3)cc2c(=O)n1Cc1ccccc1 | -3
122 | CC1CN(S(=O)(=O)c2cccc(C(=O)OCC(=O)Nc3ccc4c(c3)OCO4)c2)CC(C)O1 (configuration not stated) | -18
123 | Cc1ccc(C)c(N2CCN(C3CCCCC3NS(=O)(=O)c3ccccc3)CC2)c1 (configuration not stated) | -8
124 | CC(C)(C)NC(=O)NC(=O)CN1CCN(c2ncc(C(F)(F)F)cc2Cl)CC1 | -3
125 | C(#CCN1CCOCC1)COC(c1ccccc1)c1ccccc1 | 1
126 | CCOc1ccc(CCNC(=O)CCc2nc(-c3ccc(C)cc3)no2)cc1OCC | -6
127 | Cc1ccc(NC(=O)C2CC(=O)N/C(=N/NC(=O)c3ccc(C)cc3)S2)cc1 (configuration not stated) | -7
128 | CCc1nnc(NC(=O)CSc2nnc(-c3ccccc3OC)n2-c2ccc(C)cc2)s1 | -8
129 | COc1cccc(-c2nc(-c3ccccc3)no2)c1 | 5
130 | Cc1ccc(-c2ccc(SCC(=O)Nc3ccc4c(c3)OCCO4)nn2)cc1 | -7
